hgDAF12 agonist – activates the H. glycines DAF-12 receptor ligand-binding domain | HEK293 GAL4-hgDAF12 UAS-luciferase reporter, agonist luminescence; normalized to butyrate control | 370,000 tested, 1.8% active | activation, % at 6.8 µM;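 active = activation above a cutoff set at the mean of all screened compounds plus 3 SD, cut at about 10% in these data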;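 note: 0% = DMSO wells and 100% = sodium butyrate wells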
DAX1 inh-1 – blocks DAX1 repression of SF-1 activated StAR promoter; HEK293T StAR-luciferase reporter, SF-1/DAX-1 repression relief; inhibition, % at 6.8 µM; 370,000 tested, 1.1% active; AID 652010;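 active = inhibition above the mean over all tested compounds plus 3 SD, cut at about 3.6% in these data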;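 note: 0% = DAX-1 cells with DMSO and 100% = cells lacking DAX-1 with DMSO; higher inhibition means more luminescence from relief of DAX-1 repression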
ADAM10 inh – ADAM10 inhibition, QFRET primary screen. O14672. recombinant ADAM10, EDANS/DABCYL FRET peptide cleavage, 3 h. inhibition, % at 7 µM. 370,000 tested, 0.62% active. AID 720582;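 active = inhibition above a per-campaign cutoff equal to the mean of compounds falling between control-based bounds plus 3 SD, cut at about 20% in these data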;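 note: 0% = DMSO wells while the 100% control is not disclosed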
NPR1 activator – GC-A (human) enzyme activation | P16066 | HEK293 GC-A cells, cGMP TR-FRET, EC30 ANP; 0% at EC30 ANP, 100% saturating ANP | activation, % at 10 µM | 370,000 tested, 0.14% active | AID 1671463; in the data active = activation above about 40%
PG9 Ab binder – binds the HIV-1 gp120 antibody PG9; 360,000 tested, 0.43% active; TR-FRET gp120-PG9 antibody binding; inhibition, % at 6.7 µM; AID 624416; in the data active = inhibition above about 8.5%
SMARCA2 activ – activators of SMARCA2 function | MG213 cells, MMTV-luciferase reporter, dexamethasone, overnight | 370,000 tested, 1% active | activation, % at 9.1 µM; in the data active = activation above about 7.8%;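 note: 0% = vehicle wells and 100% = reference activator wells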
ADAM17 inh – inhibitors of human ADAM17. recombinant ADAM17, EDANS/DABCYL FRET peptide cleavage. inhibition, % at 6.95 µM. 370,000 tested, 0.83% active;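 active = inhibition above the mean of compounds lying between control limits plus 3 SD, set per campaign, cut at about 8.5% in these data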;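 note: 0% = DMSO-only wells as the low control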
Target sequence (P78536 215-824 limits assumed): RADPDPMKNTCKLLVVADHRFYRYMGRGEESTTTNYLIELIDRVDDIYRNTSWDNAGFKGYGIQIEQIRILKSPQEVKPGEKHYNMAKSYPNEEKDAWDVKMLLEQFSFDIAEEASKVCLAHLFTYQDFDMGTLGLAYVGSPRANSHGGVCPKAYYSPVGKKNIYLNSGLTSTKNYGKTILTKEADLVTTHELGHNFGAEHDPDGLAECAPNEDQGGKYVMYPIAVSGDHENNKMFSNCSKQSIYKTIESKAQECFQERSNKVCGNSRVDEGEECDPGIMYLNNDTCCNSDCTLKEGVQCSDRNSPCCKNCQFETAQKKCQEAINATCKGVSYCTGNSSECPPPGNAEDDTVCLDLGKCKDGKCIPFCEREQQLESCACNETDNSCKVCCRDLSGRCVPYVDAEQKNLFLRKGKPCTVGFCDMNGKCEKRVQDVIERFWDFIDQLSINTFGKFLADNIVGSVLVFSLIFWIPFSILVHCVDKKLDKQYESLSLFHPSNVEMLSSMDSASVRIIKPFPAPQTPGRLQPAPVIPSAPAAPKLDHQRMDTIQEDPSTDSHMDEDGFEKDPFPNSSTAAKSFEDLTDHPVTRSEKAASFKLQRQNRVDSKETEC
DAX1 inh-2 – NR0B1 (DAX1) inhibition | P51843 | HEK293 Gal4-DAX1 luciferase reporter, luminescence | inhibition, % at 6.75 µM | 340,000 tested, 0.99% active | AID 504766;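 active = inhibition above the mean over all tested compounds plus 3 SD, cut at about 4.2% in these data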;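 note: 0% = DAX1-transfected cells with DMSO and 100% = empty-vector control cells with DMSO; inhibition shows as a rise in luminescence from relieved DAX1 repression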
Target sequence (P51843 207-470 limits assumed): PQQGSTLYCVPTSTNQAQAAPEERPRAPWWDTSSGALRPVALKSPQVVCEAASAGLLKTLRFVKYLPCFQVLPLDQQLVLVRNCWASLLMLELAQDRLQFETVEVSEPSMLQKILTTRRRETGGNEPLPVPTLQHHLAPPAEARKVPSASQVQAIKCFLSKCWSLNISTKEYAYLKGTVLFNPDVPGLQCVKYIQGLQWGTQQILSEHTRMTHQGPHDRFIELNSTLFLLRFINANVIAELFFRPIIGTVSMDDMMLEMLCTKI
hcDAF-12 act – activators of H. contortus DAF-12 nuclear receptor; HEK293 hcDAF-12 lit1-tk-luc reporter, luminescence; 0% DMSO, 100% Δ7-dafachronic acid; activation, % at 6.8 µM; 370,000 tested, 1.4% active; AID 652067;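 active = activation above the mean of all tested compounds plus 3 SD, cut at about 5.5% in these data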;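 note: 100% = response to 3 µM Δ7-dafachronic acid high control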
ssDAF12 agonist – S. stercoralis DAF-12 activation, primary screen | HEK293 ssDAF-12/GRIP1 lit1-tk-luc reporter, luminescence; % of 3 µM dafachronic acid response | activation, % at 6.8 µM | 370,000 tested, 1% active | AID 652126;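 active = activation above the mean over all tested compounds plus 3 SD, cut at about 0.9% in these data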;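 note: 0% = DMSO-only wells and 100% = 3 µM delta7-dafachronic acid wells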
GAA850 FXN act – increases GAA850 frataxin promoter reporter activity; AID 540364; activation, % at 6 µM; 360,000 tested, 0.56% active; HEK293 lucGAA850 FXN promoter luciferase reporter, 24 h; percent of 10 µM SAHA response;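 active = activation above the average of all compounds screened plus 3 SD, cutoff fixed separately per campaign, cut at about 7.5% in these data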;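 note: 0% = DMSO wells and 100% = 10 µM SAHA wells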
Starred values were filed as active, the others as inactive; . = not tested or not shown.

SMILES	hgDAF12 agonist	DAX1 inh-1	ADAM10 inh	NPR1 activator	PG9 Ab binder	SMARCA2 activ	ADAM17 inh	DAX1 inh-2	hcDAF-12 act	ssDAF12 agonist	GAA850 FXN act
Cc1ccc(CNC(=O)CCC2CCCN(C(=O)c3ccc4c(c3)OCO4)C2)o1 (stereo not given)	3.3	0.3	4.3	-0.8	-1.6	0.4	3.6	1.0	0.2	0.1	1.1
COc1ccccc1N(CC(=O)Nc1ccc(Br)cc1F)S(=O)(=O)c1cccs1	-1.9	1.5	-5.3	-3.4	-1.7	-3.0	-3.5	0.5	1.9	-1.1	1.7
CCCCN(C(=O)C1CCCO1)c1c(N)n(CC(C)C)c(=O)[nH]c1=O (stereo not given)	0.2	2.3	-9.5	4.7	-0.3	0.6	-2.9	0.4	-0.4	-0.5	-0.4
COc1ccccc1N1C(=O)N(C(C)=O)C2C1Nc1ccccc1N2C (stereo not given)	-3.2	-1.5	-30.6	-3.3	-1.2	-1.2	-11.1	-0.3	0.2	-0.6	1.5
O=S(=O)(O)c1nc2ccccc2n1Cc1ccc(Cl)cc1	2.1	-0.3	-8.0	2.5	-0.5	-0.1	-3.7	0.4	-0.3	-1.2	-2.8
Cc1ccc(CNC(=S)NC2CCCCC2)cc1	-0.6	-0.2	4.0	2.9	0.2	-1.8	0.5	-0.6	0.0	-0.3	0.1
CSc1ccccc1OCc1cc(C(=O)N(C)C(C)c2ccccn2)no1 (stereo not given)	1.0	-1.3	4.7	4.1	-1.0	3.5	0.7	-0.8	-1.4	-1.2	1.8
Fc1cccc(CSc2ccc3nnc(-c4cccnc4)n3n2)c1	-3.7	-0.3	-14.1	12.2	-0.6	2.7	-6.0	-1.0	-1.8	-2.0	0.9
Cc1ccc(C(=O)c2ccccc2C(=O)OCC(=O)NC(=O)NC(C)(C)C)cc1	-0.9	-0.3	-0.1	-1.8	-1.1	-2.3	-5.4	-0.6	-2.4	-1.6	-0.6
CCOC(=O)C1=C(C)N(C)C(C)=C(C(=O)OCC)C1c1ccsc1	1.2	-0.8	1.3	-14.1	-2.2	-1.9	-1.3	-0.1	-2.2	-1.8	-0.9
COCc1cccc(-c2csc(C(C)(O)c3ccccc3)n2)c1 (stereo not given)	5.1	-2.8	3.1	1.5	-0.5	-2.4	-0.9	.	-0.5	-1.2	3.3
Cc1cc(OCCn2cnc3ccccc3c2=O)ccc1[N+](=O)[O-]	1.0	0.7	-0.9	-4.6	-0.6	-2.0	-0.3	0.4	0.3	-1.9	1.3

Brought forward from above: seven entries, then new ones.
SMILES	hgDAF12 agonist	DAX1 inh-1	ADAM10 inh	NPR1 activator	PG9 Ab binder	SMARCA2 activ	ADAM17 inh	DAX1 inh-2	hcDAF-12 act	ssDAF12 agonist	GAA850 FXN act
Cc1ccc(CNC(=S)NC2CCCCC2)cc1	-0.6	-0.2	4.0	2.9	0.2	-1.8	0.5	-0.6	0.0	-0.3	0.1
CSc1ccccc1OCc1cc(C(=O)N(C)C(C)c2ccccn2)no1 (stereo not given)	1.0	-1.3	4.7	4.1	-1.0	3.5	0.7	-0.8	-1.4	-1.2	1.8
Fc1cccc(CSc2ccc3nnc(-c4cccnc4)n3n2)c1	-3.7	-0.3	-14.1	12.2	-0.6	2.7	-6.0	-1.0	-1.8	-2.0	0.9
Cc1ccc(C(=O)c2ccccc2C(=O)OCC(=O)NC(=O)NC(C)(C)C)cc1	-0.9	-0.3	-0.1	-1.8	-1.1	-2.3	-5.4	-0.6	-2.4	-1.6	-0.6
CCOC(=O)C1=C(C)N(C)C(C)=C(C(=O)OCC)C1c1ccsc1	1.2	-0.8	1.3	-14.1	-2.2	-1.9	-1.3	-0.1	-2.2	-1.8	-0.9
COCc1cccc(-c2csc(C(C)(O)c3ccccc3)n2)c1 (stereo not given)	5.1	-2.8	3.1	1.5	-0.5	-2.4	-0.9	.	-0.5	-1.2	3.3
Cc1cc(OCCn2cnc3ccccc3c2=O)ccc1[N+](=O)[O-]	1.0	0.7	-0.9	-4.6	-0.6	-2.0	-0.3	0.4	0.3	-1.9	1.3
CC1OC(OC2C(Oc3c(-c4ccc(O)cc4)oc4cc(O)cc(O)c4c3=O)OC(COC3O[C@@H](C)[C@H](O)[C@@H](O)C3O)C(O)C2O)C(O)C(O)C1O (stereo not given in full)	-0.6	1.0	-6.0	0.3	-3.3	-0.5	0.4	0.3	0.6	-1.2	0.9
CC(C)[C@H](NC(=O)c1cc2cc(Cl)ccc2n1C)C(=O)N[C@@H](C(=O)O)c1ccccc1	-0.4	0.4	-10.2	3.1	3.2	-3.0	-5.8	-1.4	0.7	-0.6	-0.8
COC(=O)c1ccc(NC(=O)Cn2nc(-c3ccncc3)nc2SCC(=O)Nc2nccs2)cc1	0.7	0.3	-3.9	4.7	1.1	-3.0	-4.7	-0.7	-0.8	-1.2	-3.1
Fc1ccc(CNc2nc(-c3ccco3)cc(C(F)(F)F)n2)cc1	-0.3	-0.6	-53.3	3.2	-1.1	1.1	-5.7	0.8	-2.4	-1.3	3.9
CCOC(=O)c1ccc(N2C(=O)C(O)=C(C(C)=O)C2c2ccccc2)cc1 (stereo not given)	-1.9	-0.2	-18.1	1.3	-2.3	0.0	-1.4	-0.2	0.2	-1.3	2.4
CC(=O)c1ccc(N2CCN(C(=O)c3ccc(C(=O)c4ccccc4)cc3)CC2)cc1	1.9	-1.0	-6.8	0.8	1.1	-0.4	-2.3	0.6	-1.7	-0.6	0.0
CCOC(=O)C1CCN(c2ccc([N+](=O)[O-])cc2)CC1	1.4	-0.3	5.0	-3.8	-2.5	-3.3	4.8	-0.6	3.2	-1.8	-0.5
COCCn1cnc2cc(C)c(C)cc21	1.2	-0.4	4.8	2.8	-0.5	0.4	-3.2	0.0	-1.4	-1.3	0.3
O=C(N[C@@H](Cc1ccccc1)C(=O)O)c1c(F)c(F)c(F)c(F)c1F	-1.3	-0.2	3.5	0.7	-0.3	0.7	0.2	2.3	-0.3	-1.2	0.5
COC(=O)c1cc(OC)c(OC)cc1NC(=S)N1CCOCC1	-0.4	0.4	-10.4	6.6	-0.3	-1.8	-3.3	-0.3	-3.0	-0.6	0.9
COc1cccc(N2CCN(Cc3nc4ccccc4c(=O)[nH]3)CC2)c1	0.6	0.8	7.6	0.9	-1.9	1.1	-3.3	-0.6	-1.0	0.1	1.2
COc1ccc(CCNC(=O)c2ccc3c(c2)S(=O)(=O)N=C2CCCCCN23)cc1OC	-2.2	-0.1	-10.8	4.9	-0.7	-1.6	-6.2	0.5	1.0	-1.1	-1.1

Two entries from above, with two lines to a compound.
Screens in order: hgDAF12 agonist | DAX1 inh-1 | ADAM10 inh | NPR1 activator | PG9 Ab binder | SMARCA2 activ | ADAM17 inh | DAX1 inh-2 | hcDAF-12 act | ssDAF12 agonist | GAA850 FXN act
O=C(N[C@@H](Cc1ccccc1)C(=O)O)c1c(F)c(F)c(F)c(F)c1F
  -1.3 | -0.2 | 3.5 | 0.7 | -0.3 | 0.7 | 0.2 | 2.3 | -0.3 | -1.2 | 0.5
CCOC(=O)C1CCN(c2ccc([N+](=O)[O-])cc2)CC1
  1.4 | -0.3 | 5.0 | -3.8 | -2.5 | -3.3 | 4.8 | -0.6 | 3.2 | -1.8 | -0.5

Continued.
SMILES	hgDAF12 agonist	DAX1 inh-1	ADAM10 inh	NPR1 activator	PG9 Ab binder	SMARCA2 activ	ADAM17 inh	DAX1 inh-2	hcDAF-12 act	ssDAF12 agonist	GAA850 FXN act
COc1ccc(CN(C(=O)c2cc3ccccc3oc2=O)C2CCS(=O)(=O)C2)cc1OC (stereo not given)	9.9	1.1	2.4	3.8	1.1	3.3	-3.0	0.0	10.1*	0.5	6.2
O=[N+]([O-])c1ccccc1N/N=C/c1cc2ccccc2nc1Cl	4.5	0.3	7.3	-2.6	-1.6	8.2*	0.2	2.4	3.2	0.2	0.9
CC(=O)c1ccc2noc(-c3ccccc3)c2c1	0.4	0.5	-60.7	3.1	-2.8	-1.6	-23.6	0.6	-1.6	-1.9	1.0
C[C@H](CO)N1C[C@H](C)[C@@H](CN(C)S(=O)(=O)c2cn(C)cn2)Oc2c(NS(=O)(=O)c3ccccc3)cccc2C1=O	0.2	-0.3	-17.1	1.9	0.0	-3.8	-2.5	-1.2	-1.2	-0.3	0.7
Cc1ccc2occ(/C=N/NC(=O)c3ccccc3O)c(=O)c2c1	4.8	10.4*	2.0	0.7	0.7	1.9	-2.0	0.9	6.4*	-0.4	-4.0
CCOC(=O)c1sc(=NC(=O)C2CC2)n(C)c1C	-0.2	-0.3	-4.0	-4.8	-0.1	-2.8	-5.8	-0.5	-1.6	-2.1	4.2
O=C(CN(C(=O)c1csnn1)c1cccc(F)c1)NCc1ccc2c(c1)OCO2	3.2	-0.1	-2.4	-1.4	1.3	2.9	-1.2	0.5	2.1	-1.1	-0.4
COCCn1c(=S)[nH]c2cc(C(=O)NCCCN3CCOCC3)ccc2c1=O	1.7	0.0	-10.3	-1.3	0.1	-0.8	-5.8	-0.6	0.3	-1.0	-1.6
O=C1CCN(Cc2ccc([N+](=O)[O-])cc2)CCN1CCO	1.3	0.3	3.3	0.2	-3.6	-0.4	3.2	0.5	0.6	-1.3	0.6
C=CCNC(=O)c1ccc2c(c1)S(=O)(=O)c1ccccc1C2=O	-0.7	-0.6	-7.3	4.1	-3.1	-1.0	-1.7	0.0	1.1	-1.4	0.9
C=CCN=C(CC)C1=C(O)CCCC1=O	-0.1	0.4	-3.5	-2.1	0.8	2.2	-3.1	0.6	-1.1	-0.6	0.9
CCc1ccccc1NC(=O)N[C@H](C(=O)O)C(C)CC (stereo not given in full)	-0.5	0.7	-2.2	0.7	0.2	-1.7	-1.7	-0.3	-0.4	-1.6	-3.8

High-throughput results: PubChem BioAssay, several laboratories
